Diaph inh CS: counter-screen for diaphorase-based assays: diaphorase inhibitors and chemical oxidizers; 0.69% of 190,000 active; diaphorase resazurin-to-resorufin fluorescence, NADH, 16 min; bacterial (C. kluyveri) enzyme, not human; AID 1217; inhibition, % at 20 µM;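 active means primary screen inhibition at 20 µM above a set limit, cut at about 50% in these data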;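 further: plate controls were DMSO with full reaction for no effect and wells lacking NADH for full effect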
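Test system: bacterial diaphorase enzyme (C. kluyveri); Quantity: 0.14 U/mL diaphorase, enzyme working solution; Times: reaction incubation of 16 min at room temperature; Measured by: fluorescence of resorufin formed from resazurin, Ex 544/Em 590 nm; Benchmarks: positive control minus NADH, DMSO neutral control.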
TNAP inh hiacc: inhibitors of human TNAP at high phosphate acceptor concentration | purified TNAP, CDP-star luminescence, 1 M DEA | inhibition, % at 20 µM | 0.03% of 200,000 active | AID 1135;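 active means over 50% inhibition of tissue-nonspecific alkaline phosphatase at 20 µM in the single-dose screen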;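 further: plate controls were DMSO wells for no effect and EDTA-quenched wells as full inhibition for full effect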
Target sequence (P05186 whole entry, looked up): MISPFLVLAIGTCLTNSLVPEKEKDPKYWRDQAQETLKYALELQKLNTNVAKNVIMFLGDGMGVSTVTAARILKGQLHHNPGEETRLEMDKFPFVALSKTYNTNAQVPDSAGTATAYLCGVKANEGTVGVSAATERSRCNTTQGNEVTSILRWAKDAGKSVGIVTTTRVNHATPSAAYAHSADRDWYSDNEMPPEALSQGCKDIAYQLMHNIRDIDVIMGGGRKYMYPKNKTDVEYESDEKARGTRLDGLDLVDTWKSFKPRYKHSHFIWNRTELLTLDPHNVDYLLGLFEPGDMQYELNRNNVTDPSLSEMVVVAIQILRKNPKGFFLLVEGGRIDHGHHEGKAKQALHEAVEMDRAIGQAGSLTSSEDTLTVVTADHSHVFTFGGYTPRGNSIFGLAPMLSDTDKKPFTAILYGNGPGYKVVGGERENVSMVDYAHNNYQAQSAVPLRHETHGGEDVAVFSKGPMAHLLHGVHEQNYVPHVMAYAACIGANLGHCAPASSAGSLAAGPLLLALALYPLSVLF
FLuc stim CS: affects firefly luciferase, flagging false hits in luciferase stimulation screens. P08659. ATPlite luciferase biochemical, luminescence, 10 min; 0 = ATP-free wells, 1 = DMSO control. activation factor at 10 µM. 200,000 tested, under 10 active. AID 1027;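 active means luciferase activation factor, scaled between plate controls, of at least 2 with compound at 10 µM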
Target sequence (P08659 whole entry, looked up): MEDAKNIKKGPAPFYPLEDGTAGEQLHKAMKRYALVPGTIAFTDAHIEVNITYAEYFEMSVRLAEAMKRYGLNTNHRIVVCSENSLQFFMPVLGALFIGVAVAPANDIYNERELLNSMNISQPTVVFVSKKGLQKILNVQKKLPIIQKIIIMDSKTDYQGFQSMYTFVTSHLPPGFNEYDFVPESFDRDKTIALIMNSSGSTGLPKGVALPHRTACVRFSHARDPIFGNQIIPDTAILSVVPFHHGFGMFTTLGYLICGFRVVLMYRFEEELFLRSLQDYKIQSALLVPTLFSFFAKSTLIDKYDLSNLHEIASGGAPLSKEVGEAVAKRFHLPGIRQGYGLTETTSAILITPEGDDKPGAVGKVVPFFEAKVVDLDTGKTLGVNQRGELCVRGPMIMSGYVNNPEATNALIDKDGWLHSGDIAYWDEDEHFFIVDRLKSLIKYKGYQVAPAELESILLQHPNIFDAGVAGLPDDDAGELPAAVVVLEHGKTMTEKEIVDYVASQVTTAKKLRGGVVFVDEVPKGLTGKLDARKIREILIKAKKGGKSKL
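Material: luciferase plus luciferin reagent, cell-free. Medium: PBS buffer for ATP. Also added: ATP substrate, dispensed from a 10.24 µM working solution in PBS. Doses: test compounds dosed from 2 mM stocks in 100% DMSO. Incubation: 10 min post-reagent at room temperature. Technique: light output (luminescence). Read-out basis: luminescence gain marking luciferase activators.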
G6PDH counter: L. mesenteroides G6PDH inhibition counter-screen | Purified L. mesenteroides G6PDH, diaphorase/resazurin coupled fluorescence, 45 min | inhibition, % at 5 µM | 0.12% of 200,000 active; in the data active means inhibition above about 50%
PMI act hi M6P: increases human PMI activity with near-saturating mannose 6-phosphate | P34949 | coupled PMI enzyme assay, resazurin fluorescence, 20 min; active compounds read high; 1 = untreated enzyme, 0 = substrate-free blank | activation factor at 20 µM | 0.34% of 190,000 active | AID 1216;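 active means activation factor of 2 or more at 20 µM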
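Test system: human phosphomannose isomerase with PGI, G6PDH, diaphorase coupling enzymes / Doses: 20 µM compound, 1% DMSO / Times: enzyme reaction with compound 20 min at room temperature / Measured by: Diaphorase-driven resazurin-to-resorufin fluorescence, excitation 544, emission 590 nm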
PMI act: increases human mannose-6-phosphate isomerase activity | P34949 | purified human PMI, coupled resazurin fluorescence, 20 min; active compounds read high; 1 = vehicle control, 0 substrate-free wells | activation factor at 20 µM | 0.005% of 190,000 active | AID 1214;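 active means activation factor of 2 or more at 20 µM, relative to plate controls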
Diaph act CS: counter-screen for diaphorase-based assays: diaphorase activators and chemical reducers; Diaphorase/resazurin coupled assay, resorufin fluorescence, 16 min; active compounds read high; 1 = vehicle wells, 0 = NADH-free wells; activation factor at 20 µM; 0.005% of 190,000 active;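 active means diaphorase activity raised at least twofold by the compound at 20 µM; inactive means activation factor below 2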
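Material: purified diaphorase enzyme from Clostridium kluyveri; Also added: 0.114 mM NADH and 0.1 mM resazurin, final amounts; Doses: single compound dose of 20 µM, 1% DMSO final; Times: 16 min enzyme reaction, ambient temperature; Detection: resorufin fluorescence, excitation 544 nm, emission 590 nm; Measure: increased resorufin signal from activators or reducing compounds.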
TNAP act hi DEA: activators of human TNAP at high phosphate acceptor concentration; purified TNAP, CDP-star luminescence, 1 M DEA, 30 min; active compounds read high; 0 = EDTA background, 1 = DMSO-only activity; activation factor at 20 µM; 200,000 tested, under 10 active; AID 1136;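 active means activation factor at least 2 at 20 µM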
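Dosing: 20 µM single point. System: human TNAP. Amount: TNAP 1/800 final. Incubation: 30 min, room temperature. Read-out: TNAP activation factor scaled between EDTA and DMSO control wells. Signal: luminescence from CDP-star hydrolysis. Medium: 1 M DEA, pH 9.8, Mg2+, Zn2+. Control set: EDTA negative control, DMSO positive control.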
HMGR II inh: blocks class II HMG-CoA reductase of Enterococcus faecalis; 0.41% of 190,000 active; AID 1066; inhibition, % at 10 µM; purified E. faecalis HMGR, NADPH absorbance 340 nm kinetic;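 active means inhibition above a set limit, the median over all tested compounds plus 3 SD, cut at about 9.5% in these data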;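 further: enzyme runs in reverse so mevalonate oxidation gives rising NADPH absorbance; 0% = complete reaction with DMSO and 100% = background rate lacking mevalonate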
TNAP inh no acc: blocks human TNAP activity with no phosphate acceptor present | purified TNAP, CDP-star luminescence, 30 min | inhibition, % at 20 µM | 0.26% of 200,000 active | P05186;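 active means tissue-nonspecific alkaline phosphatase inhibition above about 50% at 20 µM in the single-dose screen, limit read from the data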;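 further: 0% = DMSO negative control and 100% = EDTA positive control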
An asterisk follows results filed as active.

Results follow in this order: Diaph inh CS	TNAP inh hiacc	FLuc stim CS	G6PDH counter	PMI act hi M6P	PMI act	Diaph act CS	TNAP act hi DEA	HMGR II inh	TNAP inh no acc
- O=[N+]([O-])c1ccccc1OCCOCCOc1cccc2cccnc12
 : 19	-2	1	-1	1	1	0.8	1	12*	-12
- Cn1ccnc1SCC(=O)n1c2c(c3ccccc31)CCCC2
 : 6	-1	1.1	21	1	1	0.9	1	-3	11
- CCCCC(=O)Nc1ccc(C(=O)Nc2ccc3c(c2)OCO3)cc1
 : 5	0	1	3	0.9	0.8	0.9	1	1	-8
- O=C(c1c(O)c2ccccc2oc1=O)C1CCC1
 : 7	-9	1.1	4	1.2	1.2	0.9	1.1	4	-4
- CC(C)(C)c1cc(=O)[nH]c(SCc2ccccc2)n1
 : 14	-4	1.1	2	1	1	0.9	1	-3	-12
- O=C(CSc1nnc(CNc2ccc(F)cc2)o1)OC1CCCCC1
 : 11	-2	1.1	4	1	1	0.9	1	0	-8
- CN1CCN(c2ccc([N+](=O)[O-])cc2/C=N/NC(=O)c2cccc([N+](=O)[O-])c2)CC1
 : -2	1	1	-1	1.1	1.1	1	1	0	2
- CC1OC(Nc2ccc(OC(F)(F)F)cc2)C(O)C(O)C1O (configuration not stated)
 : 7	2	1.1	4	1	1	0.9	1	-5	-7
- CCOC(=O)CN1N=C(/C=C/c2ccc(OC)cc2)CCC1=O
 : 5	1	1	8	0.9	0.9	0.9	1	-1	-3
- COC(=O)[C@H](CC(C)C)NC(=O)Nc1ccc2c(c1)OCCO2
 : 11	-8	1.1	1	1	1	0.9	1.1	-6	-14

For reference, some entries already given.
Results follow in this order: Diaph inh CS	TNAP inh hiacc	FLuc stim CS	G6PDH counter	PMI act hi M6P	PMI act	Diaph act CS	TNAP act hi DEA	HMGR II inh	TNAP inh no acc
- O=C(c1c(O)c2ccccc2oc1=O)C1CCC1
 : 7	-9	1.1	4	1.2	1.2	0.9	1.1	4	-4
- CC(C)(C)c1cc(=O)[nH]c(SCc2ccccc2)n1
 : 14	-4	1.1	2	1	1	0.9	1	-3	-12

Carrying on.
Results follow in this order: Diaph inh CS	TNAP inh hiacc	FLuc stim CS	G6PDH counter	PMI act hi M6P	PMI act	Diaph act CS	TNAP act hi DEA	HMGR II inh	TNAP inh no acc
- CC(C)(C)C1CCC(=NNC(=O)c2cc(-c3ccccc3)n[nH]2)CC1 (configuration not stated)
 : 0	-4	1	10	1	1	1	1	0	63*
- CC(=O)Cc1nsc(NC(=O)c2cn(-c3ccccc3)nc2-c2ccc(Br)cc2)n1
 : 4	-4	1.1	-1	1	1	1	1	-1	-9
- CN(C)c1ccc(C(=O)n2nnc3ccccc32)cc1
 : -2	-2	0.2	0	1.1	1.1	1	1	-2	-6
- CN=C(NC(=O)Nc1c(C)cccc1C)NC(=O)Nc1c(C)cccc1C
 : 4	-3	1	3	1.1	1.3	1	1	-2	-12
- Nc1ncnc(Sc2ccccc2)c1[N+](=O)[O-]
 : 4	1	1	-1	0.9	0.9	1	1	0	16
- CC/C(O)=C1\C(=O)CC(c2ccccc2)CC1=NCCc1c(C)[nH]c2ccc(C)cc12 (configuration not stated)
 : 19	-2	1	7	1	0.9	0.8	1	-3	-12
- CCN1CC2=C(OC(N)=C(C#N)C2c2cccs2)/C(=C/c2cccs2)C1 (configuration not stated)
 : 34	1	1.1	-11	0.8	0.7	0.7	1	-6	-5
- O=C(CCN1C(=O)c2ccccc2C1=O)Nc1cc(F)ccc1F
 : 13	-4	1.1	11	1.1	1.1	0.9	1	0	-5
- Cc1cc(Nc2ccccc2F)n2nc(C)nc2n1
 : 4	-3	1.1	12	1.1	1.1	1	1	2	-3
- CCCCN(C)Cc1c(C)[nH]c2ccc(C)cc2c1=O
 : 9	0	1	2	1	1	0.9	1	-1	-8
- CCCCN(CCNP(=O)(OCC)OCC)CP(=O)(OCC)OCC
 : 6	-4	1	-1	0.9	0.9	0.9	1	3	-4
- O=C(NCCO)c1cc([N+](=O)[O-])cc2c1C=Cc1ccccc1O2
 : -5	1	1	6	1	1	1	1	0	-7
- CCOC(=O)C1CCN(S(=O)(=O)c2ccc3[nH]c(=O)oc3c2)CC1
 : -9	2	1	-1	1.2	1.1	1.1	1	-1	-6
- O=C(CSc1nnnn1C1CCCCC1)Nc1cccc(NC(=O)c2ccco2)c1
 : 12	-3	1	-36	0.9	0.9	0.9	1	0	-13
- CC(C)CCNC(=O)CNC(=S)N(Cc1ccccc1)Cc1cccnc1
 : 0	-2	1.1	-2	1.1	1	1	1	2	2
- COc1ccccc1NC(=O)C(O)C(O)C(=O)Nc1ccccc1OC (configuration not stated)
 : 20	-2	1	-8	0.9	0.9	0.8	1	0	-10
- CCOCC(=O)Nc1cc(C(=O)Nc2ccc(F)cc2)ccc1Cl
 : 14	-5	0.9	12	1	1	0.9	1.1	5	-3
- CCN1CCN(CCNC(=O)c2ccc(/C=C3/Sc4ccccc4N(Cc4cccc(Cl)c4)C3=O)cc2)CC1
 : -46	-3	1.1	-3	1	0.9	1.5	1	0	-8
- O=[N+]([O-])c1cc(C(F)(F)F)ccc1NCCCN1CCOCC1
 : 3	9	1	4	1	1.1	1	0.9	-2	3
- CN1c2ccccc2Oc2c(c(=O)n(C)c(=O)n2C)C1c1cccc([N+](=O)[O-])c1 (configuration not stated)
 : 18	-8	1.1	3	1	1	0.8	1.1	-4	-13

Reformatted as tab-separated lines: 6 of the compounds above.
Molecule	Diaph inh CS	TNAP inh hiacc	FLuc stim CS	G6PDH counter	PMI act hi M6P	PMI act	Diaph act CS	TNAP act hi DEA	HMGR II inh	TNAP inh no acc
CCCCN(CCNP(=O)(OCC)OCC)CP(=O)(OCC)OCC	6	-4	1	-1	0.9	0.9	0.9	1	3	-4
O=C(NCCO)c1cc([N+](=O)[O-])cc2c1C=Cc1ccccc1O2	-5	1	1	6	1	1	1	1	0	-7
CCOC(=O)C1CCN(S(=O)(=O)c2ccc3[nH]c(=O)oc3c2)CC1	-9	2	1	-1	1.2	1.1	1.1	1	-1	-6
O=C(CSc1nnnn1C1CCCCC1)Nc1cccc(NC(=O)c2ccco2)c1	12	-3	1	-36	0.9	0.9	0.9	1	0	-13
CC(C)CCNC(=O)CNC(=S)N(Cc1ccccc1)Cc1cccnc1	0	-2	1.1	-2	1.1	1	1	1	2	2
COc1ccccc1NC(=O)C(O)C(O)C(=O)Nc1ccccc1OC (configuration not stated)	20	-2	1	-8	0.9	0.9	0.8	1	0	-10

The listing continues.
Results follow in this order: Diaph inh CS	TNAP inh hiacc	FLuc stim CS	G6PDH counter	PMI act hi M6P	PMI act	Diaph act CS	TNAP act hi DEA	HMGR II inh	TNAP inh no acc
- O=S(=O)(NC1CCCCC1Sc1ncccn1)c1ccccc1 (configuration not stated)
 : -2	-1	1	-4	1	0.8	1	1	-3	-16
- CCOC(=O)N1CCC(N2CCN(Cc3ccc(C)o3)C(CCO)C2)CC1 (configuration not stated)
 : 12	-6	1.1	3	1	1	0.9	1.1	-5	-8
- CC(C)(C)c1ccc(S(=O)(=O)N2CCC(c3nc4ccc(Cl)cc4[nH]3)CC2)cc1
 : 23	-14	1	5	0.9	0.8	0.8	1.1	-3	-12
- C[C@@H]1C[C@H](Nc2ccccc2)c2ccccc2N1C(=O)c1cccnc1
 : 8	-2	1	37	1	0.9	0.9	1	-10	-9
- CC(C)Cc1cc(C(=O)Nc2cc(C(F)(F)F)ccc2Cl)no1
 : 8	0	1	5	1	0.9	0.9	1	-8	-3
- COC(=O)Cn1c(=NC(=O)CSC(C)=O)sc2ccccc21
 : 16	20	1.1	18	1	0.9	0.8	0.8	-11	-24
- Nc1ccc(C(=O)Nc2ccc3nc(-c4cccnc4)[nH]c3c2)cc1
 : -2	-1	0.7	3	1	1	1	1	2	-5
- COc1ccccc1C1C(C(=O)c2cc3ccccc3o2)=C(O)C(=O)N1CCN(C)C (configuration not stated)
 : 0	-2	1	17	1.5	1.2	1	1	-2	-2
- COc1ccc(/C=C/c2nc(-c3ccccc3O)n[nH]2)cc1OC
 : 26	-2	0.9	-20	1	0.8	0.7	1	-2	-53
- CCN(CCNC(=O)CN1CCN(Cc2ccc(Cl)cc2)C1=O)c1ccccc1
 : 20	-5	1	11	0.9	0.8	0.8	1	1	-6
- CCOc1ccc(C2CC(c3ccc(OC)c(OC)c3)n3nc(N)nc3N2)cc1 (configuration not stated)
 : 3	1	1	11	0.9	0.9	1	1	0	-3
- CC(=O)N1CCc2cc(S(=O)(=O)NC(C(=O)NCc3ccccc3)C(C)C)ccc21 (configuration not stated)
 : 2	0	1	0	1	1	1	1	3	-14
- Cc1cc(C(F)(F)F)nn1CC(=O)NCc1ccccc1
 : 4	-7	1	-2	1	1	1	1.1	-7	-13
- CCC(Sc1nc(C)cc(C)n1)C(=O)Nc1cc(C)on1 (configuration not stated)
 : 11	-5	1	6	1.1	1	0.9	1.1	-4	-10
- CCOC(=O)NN1C(=O)c2ccccc2NC12CCCC2
 : 8	1	1	-2	1	1.1	0.9	1	-1	-7
- CC(=O)Nc1ccccc1OC(=O)N1CCOCC1
 : -4	-10	1	5	1.1	1	1	1.1	-4	-13
- NC(=O)CNC(=O)C1CCCc2c1[nH]c1ccc(Cl)cc21 (configuration not stated)
 : 15	0	1.1	-2	0.9	0.9	0.8	1	-7	-12
- CCC(C)NCCOCCOc1cc(C)c(Cl)c(C)c1 (configuration not stated)
 : 5	-7	1	2	1	1	0.9	1.1	-5	-10

Structures from the list above with a furan ring, fused or not (3):
Results follow in this order: Diaph inh CS	TNAP inh hiacc	FLuc stim CS	G6PDH counter	PMI act hi M6P	PMI act	Diaph act CS	TNAP act hi DEA	HMGR II inh	TNAP inh no acc
- O=C(CSc1nnnn1C1CCCCC1)Nc1cccc(NC(=O)c2ccco2)c1
 : 12	-3	1	-36	0.9	0.9	0.9	1	0	-13
- CCOC(=O)N1CCC(N2CCN(Cc3ccc(C)o3)C(CCO)C2)CC1 (configuration not stated)
 : 12	-6	1.1	3	1	1	0.9	1.1	-5	-8
- COc1ccccc1C1C(C(=O)c2cc3ccccc3o2)=C(O)C(=O)N1CCN(C)C (configuration not stated)
 : 0	-2	1	17	1.5	1.2	1	1	-2	-2
